Assay outcomes: PubChem BioAssay, National Center for Advancing Translational Sciences (NCATS)
APE1 inh: blocks human APE1 abasic DNA cleavage | 350,000 compounds, 0.35% hits | recombinant APE1, TAMRA/BHQ-2 abasic DNA cleavage fluorescence | Potency, µM (top dose mostly 65.8 µM), for inactives: at the highest dose activity change, negative = inhibition, actives largely listed as inhibitors | P27695;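 further: potency means the concentration at half of the fitted maximal effect; plate controls were vehicle for no effect and reference inhibitor for full effect; nearly all actives have a fitted effect of over 55% in size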
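Substrate: short duplex with […] THF abasic site, 5'-TAMRA and 3'-BHQ-2, 50 nM final. APE1 at 0.75 nM, preincubated 15 min RT with compound. Fluorescence increase from first to third read measured activity.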
POLB inh: inhibitors of human DNA polymerase beta; Pol beta primer extension/strand displacement, fluorescence kinetic; 340,000 compounds, 1.3% hits; Potency, µM (top dose mostly 114 µM), for the others: at the top dose activity change, negative = inhibition, actives largely listed as inhibitors; P06746; further: potency means the concentration at half of the fitted maximal effect; on the % scale 0 is the no-effect control and ±100 the full control effect
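Kinetic readout of DNA synthesis with strand displacement by Pol beta. Compound and 10 nM enzyme sit 15 min at room temperature; 50 nM substrate starts the reaction, read immediately and at 10 min.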
Pol kappa inh: blocks human DNA polymerase kappa activity | Q9UBT6 | purified Pol kappa, fluorescent DNA synthesis assay, 10 min | AID 588579 | Potency, µM (highest dose often 107 µM), for the others: top-dose activity, negative = inhibition, hits mostly inhibitors | 400,000 compounds, 0.53% hits; further: potency means the concentration at half of the fitted maximal effect; on the % scale 0 is the no-effect control and ±100 the full control effect
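Activity was followed as the change in fluorescence between reads at 0 and 10 min after starting the reaction with 50 nM substrate. Beforehand, 10 nM polymerase had been preincubated with compound for 15 min at room temperature.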
PGK inhibitor: blocks T. brucei phosphoglycerate kinase | Potency, µM (doses to about 57.5 µM), inactives show at the highest dose activity change, negative = inhibition, hits mostly inhibitors | PGK/GAPDH coupled, Kinase-Glo luminescence, 60 min | AID 602233 | 380,000 compounds, 0.043% hits; further: potency means the concentration at half of the fitted maximal effect; on the % scale 0 is the no-effect control and ±100 the full control effect; nearly all actives have a fitted effect of over 60% in size
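Recombinant glycosomal PGK reaction used 1,3-bisphosphoglycerate generated in-well by GAPDH (100nM final) in 100mM TEA pH 7.6, 5mM MgCl2, 0.01% Tween-20. After 60 minutes at room temperature, ATP was read by Kinase-Glo Plus luminescence end-point.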
Pol eta inh: blocks human DNA polymerase eta activity; recombinant Pol eta, fluorescent DNA replication assay; Q9Y253; Potency, µM (series often up to 114 µM), for the others: at the highest dose activity change, negative = inhibition, hits mostly inhibitors; AID 588591; 390,000 compounds, 1.2% hits; further: potency means the concentration at half of the fitted maximal effect; on the % scale 0 is the no-effect control and ±100 the full control effect
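Pol eta at 10 nM preincubated with compounds 15 min at room temperature; reaction started with fluorescent substrate (50 nM final) and read kinetically at 0 and 10 min.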
BLM helicase inh: blocks DNA unwinding by human BLM helicase. recombinant BLM DNA unwinding, fluorescence dequenching. Potency, µM (highest dose often 56.1 µM), inactives show at the top dose activity change, negative = inhibition, most hits filed as inhibitors. 350,000 compounds, 0.2% hits;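 further: potency means the concentration at half of the fitted maximal effect; plate controls were vehicle for no effect and no enzyme for full effect; nearly all actives have a fitted effect of over 35% in size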
Apoferritin bind: candidate novel general anesthetic via apoferritin binding; apoferritin/1-aminoanthracene competitive binding, fluorescence; 350,000 compounds, 0.074% hits; Potency, µM (top dose mostly 77.5 µM), for the others: at the top dose activity change, negative = displacement, actives largely listed as inhibitors; AID 485281; P02791; further: potency means the concentration at half of the fitted maximal effect; on the % scale 0 is the no-effect control and ±100 the full control effect; nearly all actives have a fitted effect of over 20% in size
Target sequence (P02791 2-175 limits assumed): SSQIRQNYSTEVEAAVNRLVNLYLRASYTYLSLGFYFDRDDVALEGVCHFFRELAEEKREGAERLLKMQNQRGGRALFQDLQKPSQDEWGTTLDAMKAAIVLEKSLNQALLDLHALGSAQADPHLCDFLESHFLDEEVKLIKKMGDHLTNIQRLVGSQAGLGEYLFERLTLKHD
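Apoferritin-based anesthetic binding model; compound displacement of fluorescent 1-AMA measured as endpoint fluorescence after 10 minutes at room temperature, scaled to free-ligand and complex controls.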
RXFP1 antagonist: blocks the human relaxin receptor RXFP1; HEK293-RXFP1, relaxin-stimulated cAMP HTRF, 30 min; active compounds read low; AID 1259400; Q9HBX9; activity change, negative = inhibition, % at 57.5 µM; 350,000 compounds, 0.59% hits;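 active means activity change of -60% or lower, but not beyond a set lower limit; inconclusive means change between -60% and -40%, or beyond the set limit; inactive means change above -40%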; further: on the % scale 0 is the no-effect control and ±100 the full control effect
Pol iota inh: inhibitors of human DNA polymerase iota | Q9UNA4 | Pol iota fluorescent replication assay, 10 min | Potency, µM (titrated, usually from 115 µM), for the others: top-dose activity, negative = inhibition, hits mostly inhibitors | 390,000 compounds, 1% hits; further: potency means the concentration at half of the fitted maximal effect
Target sequence (Q9UNA4 whole entry, looked up): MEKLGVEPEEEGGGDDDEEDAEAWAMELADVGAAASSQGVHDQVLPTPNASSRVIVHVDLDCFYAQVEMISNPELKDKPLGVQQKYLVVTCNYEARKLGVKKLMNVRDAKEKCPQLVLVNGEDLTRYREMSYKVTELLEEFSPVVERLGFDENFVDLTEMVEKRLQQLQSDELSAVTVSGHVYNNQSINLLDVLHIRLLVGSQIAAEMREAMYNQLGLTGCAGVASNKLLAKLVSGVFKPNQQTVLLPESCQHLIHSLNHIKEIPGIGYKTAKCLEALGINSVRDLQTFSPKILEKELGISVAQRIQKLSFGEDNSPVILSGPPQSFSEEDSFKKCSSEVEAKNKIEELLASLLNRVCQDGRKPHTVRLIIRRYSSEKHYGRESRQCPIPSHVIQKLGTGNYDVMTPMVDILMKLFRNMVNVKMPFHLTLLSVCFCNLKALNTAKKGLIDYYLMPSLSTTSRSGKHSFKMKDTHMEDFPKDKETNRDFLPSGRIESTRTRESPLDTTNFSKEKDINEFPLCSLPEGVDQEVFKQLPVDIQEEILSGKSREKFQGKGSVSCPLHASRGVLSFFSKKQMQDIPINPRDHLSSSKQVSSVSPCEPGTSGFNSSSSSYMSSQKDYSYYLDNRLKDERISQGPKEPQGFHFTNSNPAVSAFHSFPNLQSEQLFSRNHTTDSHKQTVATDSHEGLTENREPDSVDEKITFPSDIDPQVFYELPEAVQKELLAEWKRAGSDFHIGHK
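Fluorescent replication assay read twice, at 0 min and 10 min after adding 50 nM (final) substrate. Enzyme (10 nM) and compounds were first incubated 15 min at room temperature; enzyme-free buffer wells were negative controls.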
Numbers without * were called inactive; i = inactive; ? = inconclusive; nt = not tested or not shown; & = joins results of further samples; [ ] = dose if it differs, or a comment. Unless noted, the call rests on the fitted dose curve; in most records, active means well fitted curve in the direction sought with a large enough effect; inconclusive means small, poorly fitted or top-dose-only effect, or another doubt; inactive means no such curve, though single readings can be large; an effect the other way counts as inactive or inconclusive. Not all compounds are listed, so the mix of outcomes need not match the whole.

Keys: A = APE1 inh; B = POLB inh; C = Pol kappa inh; D = PGK inhibitor; E = Pol eta inh; F = BLM helicase inh; G = Apoferritin bind; H = RXFP1 antagonist; I = Pol iota inh
CCCSC1=NC2(CCN(C(=O)NC3CCCCC3)CC2)N=C1c1ccc(C)cc1
  A: nt	B: -3%	C: -18%	D: -3%	E: -4%	F: 2%	G: -11%	H: 0	I: 23%

CC12CCC(C(=O)N3CCc4ccccc43)(CC1=O)C2(C)C (stereo not drawn)
  A: 9%	B: 9%	C: -11%	D: 8%	E: -9%	F: -5%	G: ?	H: -3	I: 6%

COc1ccc(-c2cc(=O)c3c(O)cc(O)cc3o2)cc1
  A: -4%	B: nt	C: 1%	D: -1%	E: -20%	F: -9%	G: -19%[29.3 µM]	H: nt	I: 42%[activator]

Cc1ccc(S(=O)(=O)NCC(=O)N2CCCC2C(=O)O)cc1 (stereo not drawn)
  A: 40%	B: 28%	C: -1%	D: i	E: -19%	F: -2%	G: 12%	H: 1	I: 22%

CCOc1ccc(NC(=O)C(=O)NCc2ccncc2)cc1
  A: -1%	B: 7%	C: 0%	D: i	E: -12%	F: 1%	G: -4%	H: -14	I: 85%[activator]

COc1ccccc1NC(=O)CSc1nnc(Cc2cccn2C)n1-c1ccc(F)cc1
  A: -3%	B: -5%	C: -15%	D: -5%	E: -18%	F: 1%	G: -17%	H: 6	I: -6%

CCOc1ccccc1C(=O)N1CCc2cc(OC)c(OC)cc2C1COc1ccc2c(C)cc(=O)oc2c1 (stereo not drawn)
  A: nt	B: 12%	C: -12%	D: 4%	E: -13%	F: -10%	G: -9%	H: -8	I: 3%

O=C(NCCc1ccccc1)c1nc(-c2ccc(Cl)cc2)n2c1CCCCC2
  A: nt	B: 18%	C: -10%	D: 8%	E: -19%	F: -9%	G: 97%[activator]	H: -23	I: 4%

CCCCOc1ccccc1C(=O)N(Cc1ccc(C)o1)C1CCS(=O)(=O)C1 (stereo not drawn)
  A: 1%	B: 35%&29%	C: -6%&-15%	D: -5%&-9%	E: -11%&-12%	F: 1%&-3%	G: -11%&-8%	H: -3	I: -16%&10%

O=C(Nc1cccc(F)c1)Nc1ccc2c(c1)C(=O)OC2
  A: 14%	B: 31%	C: -6%	D: -1%	E: 3%	F: -4%	G: 4%	H: 1	I: 0%

Cc1ccccc1-c1nc(CS(=O)CC(=O)NCc2ccc3c(c2)OCO3)c(C)o1 (stereo not drawn)
  A: 2%	B: 3%	C: -4%	D: i	E: -8%	F: 1%	G: ?	H: 0	I: -7%

Cc1ccccc1C(=O)NC1CCN(CC(=O)Nc2ccc(N(C)C)cc2)CC1
  A: -1%	B: 0%	C: 4%	D: -4%	E: -6%	F: 0%	G: -6%	H: -4	I: -22%

O=C(N/N=C/c1cc([N+](=O)[O-])c(N2CCOCC2)cc1N1CCOCC1)c1cccnc1
  A: 5%	B: 3%	C: -4%	D: i	E: -25%	F: -6%	G: -20%	H: -7	I: 67%[activator]

COc1cccc(/C=C(/C(=O)OCC(=O)NCC2CCCO2)c2ccccc2)c1 (stereo not drawn)
  A: -5%	B: 31%	C: 3%	D: -10%	E: -16%	F: -5%	G: -16%	H: -2	I: 0%

O=C(Oc1ccccc1)c1cccc2cccc(C(=O)Oc3ccccc3)c12
  A: -12%	B: -23%	C: -4%	D: -5%	E: 3%	F: -12%	G: -3%	H: 5	I: -23%

Shown with two lines to a compound: entries from further up
Values run as follows: APE1 inh, POLB inh, Pol kappa inh, PGK inhibitor, Pol eta inh, BLM helicase inh, Apoferritin bind, RXFP1 antagonist, Pol iota inh
- O=C(NCCc1ccccc1)c1nc(-c2ccc(Cl)cc2)n2c1CCCCC2
→ nt, 18%, -10%, 8%, -19%, -9%, 97%[activator], -23, 4%
- CCCCOc1ccccc1C(=O)N(Cc1ccc(C)o1)C1CCS(=O)(=O)C1 (stereo not drawn)
→ 1%, 35%&29%, -6%&-15%, -5%&-9%, -11%&-12%, 1%&-3%, -11%&-8%, -3, -16%&10%
- O=C(Nc1cccc(F)c1)Nc1ccc2c(c1)C(=O)OC2
→ 14%, 31%, -6%, -1%, 3%, -4%, 4%, 1, 0%
- Cc1ccccc1-c1nc(CS(=O)CC(=O)NCc2ccc3c(c2)OCO3)c(C)o1 (stereo not drawn)
→ 2%, 3%, -4%, i, -8%, 1%, ?, 0, -7%
- Cc1ccccc1C(=O)NC1CCN(CC(=O)Nc2ccc(N(C)C)cc2)CC1
→ -1%, 0%, 4%, -4%, -6%, 0%, -6%, -4, -22%

Other entries
Keys: A = APE1 inh; B = POLB inh; C = Pol kappa inh; D = PGK inhibitor; E = Pol eta inh; F = BLM helicase inh; G = Apoferritin bind; H = RXFP1 antagonist; I = Pol iota inh
O=C1CCC(c2ccccc2)(c2ccccc2)CC1
  A: -2%	B: -2%	C: -5%	D: -5%	E: -12%	F: -7%	G: 53%[activator]	H: 2	I: 0%

CCc1nc2ccc(C(=O)N3CCN(c4ccccc4F)CC3)cc2nc1CC
  A: 5%	B: 28%&3%	C: -4%	D: -4%&4%	E: -23%&-10%	F: 0%&1%	G: -5%&-6%	H: ?	I: 41%&18%[activator]

CC(=O)Nc1cccc(N=NN2CCOCC2)c1
  A: 3%	B: 20%	C: -2%	D: 9%	E: -2%	F: -2%	G: -3%	H: 4	I: 67%[activator]

COc1ccc(/C=C(\NC(=O)c2ccccc2)C(=O)OCC2CCCN3CCCCC23)cc1OC (stereo not drawn)
  A: 0%	B: 86%	C: -8%	D: -8%	E: -4%	F: 3%	G: -10%	H: -8	I: 7%

COc1ccc(N(Cc2cc3cc(OC)ccc3[nH]c2=O)C(=O)C2CCCO2)cc1 (stereo not drawn)
  A: 1%	B: 18%	C: -9%	D: -2%	E: -1%	F: -1%	G: -12%	H: -5	I: 8%

O=C(O)C1Oc2ccccc2C1c1ccccc1 (stereo not drawn)
  A: nt	B: nt	C: -2%	D: -3%	E: -6%	F: nt	G: nt	H: 7	I: 13%

CNC(=S)N/N=C(\C)c1ccc2c(c1)OCO2
  A: -2%	B: -2%	C: -4%	D: -9%	E: -14%	F: -1%	G: -6%	H: -5	I: 22%

CCCCSc1nnc2c(n1)OC(c1ccc(Br)s1)N(C(C)=O)c1ccccc1-2 (stereo not drawn)
  A: nt	B: -29%	C: -8%	D: -3%	E: -19%	F: -12%	G: ?	H: -21	I: -4%

Cn1c(CNC(=O)c2ccco2)nnc1SCC(=O)Nc1cccc(Br)c1
  A: 13%	B: 1%	C: -9%	D: 6%	E: 3%	F: -3%	G: -4%	H: -2	I: 23%

Reprinted at random: two records from the list, in no set order.
Keys: A = APE1 inh; B = POLB inh; C = Pol kappa inh; D = PGK inhibitor; E = Pol eta inh; F = BLM helicase inh; G = Apoferritin bind; H = RXFP1 antagonist; I = Pol iota inh
COc1ccc(/C=C(\NC(=O)c2ccccc2)C(=O)OCC2CCCN3CCCCC23)cc1OC (stereo not drawn)
  A: 0%	B: 86%	C: -8%	D: -8%	E: -4%	F: 3%	G: -10%	H: -8	I: 7%

CNC(=S)N/N=C(\C)c1ccc2c(c1)OCO2
  A: -2%	B: -2%	C: -4%	D: -9%	E: -14%	F: -1%	G: -6%	H: -5	I: 22%
